Measles CPE: compounds protecting cells from measles virus cytopathic effect, primary screen, measles RdRp inhibitor project, single point, MLSMR library, absorbance. Measles virus-infected cells, CPE protection. protection (pct of control), % at 4 µM. hit rate 1.5% among 140,000; in the data active means protection mostly above about 24%, no sharp cut-off; inactive means mostly below about 26%; further: some compounds called inactive have numbers as strong as hits
MRP-1 activ: H69AR viability gain despite doxorubicin, primary screen, MRP-1 activator project, H69AR cells, CellTiter-Glo. viability rescue. viability increase, % at 10 µM. hit rate 0.61% among 140,000. AID 799, 2007;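 active means viability gain under doxorubicin at or above a set limit, the compound median plus 3 SD, cut at about 4.7% in these data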;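 further: MRP-1 overexpressing cells given doxorubicin 25 µM after compound pretreatment; 18-22 h compound pretreatment then 72 h with doxorubicin before readout; 0% = doxorubicin-only wells and 100% = vehicle-treated cells without doxorubicin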
HCT116 PTEN-null: growth suppression of PTEN-null HCT116, primary screen, cell-based, CellTiter-Glo | viability, % at 10 µM | HCT116 PTEN-null viability, 60 h; stronger effect = lower value | AID 827, 2007 | hit rate 1.2% among 140,000;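 active means viability at or below a set limit, 4 SD under the median of all tested compounds, cut at about 3.7% in these data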;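 further: PTEN knockout HCT116 line with beta catenin targeted HCT116 as companion control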
HCT116 bCat-KO: primary screen for growth suppressors in beta-catenin knockout HCT116 cells (colon tumor, human); HCT116 beta-catenin knockout viability, CellTiter-Glo, 60 h; stronger effect = lower value; viability, % at 10 µM; hit rate 1.5% among 140,000; AID 818, 2007;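 active means viability at or under a set limit, the compound median less 4 SD, cut at about 6% in these data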;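 further: 0% = Hyamine 1622 control at 20 µM and 100% = untreated cell control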
Yeast lifespan up: compounds extending yeast replicative lifespan, primary screen, S. cerevisiae, OD615. AID 775, 2007. S. cerevisiae growth with nicotinamide; deaD strain in restrictive glucose medium. inhibition of the nicotinamide effect, % at 10 µM. hit rate 0.68% among 130,000;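 active means inhibition above a set limit, placed 3 SD over the median of all compounds, cut at about 26% in these data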;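 further: 0% = nicotinamide-treated wells and 100% = cells grown without nicotinamide; some compounds called inactive have numbers as strong as hits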
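Test system: DeaD-strain S. cerevisiae / Buffer or medium: restrictive glucose medium / Also added: nicotinamide 1.5 mM / Doses: one concentration, 10 µM, DMSO 0.25% / Schedule: 48 h at 30 °C / Signal: OD615 measurement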
Phagocyt inh: inhibitors of macrophage phagocytosis, primary screen, imaging, J774A.1 cells, IgG beads. J774A.1 macrophage IgG-bead phagocytosis. hit rate 0.07% among 110,000. inhibition, % at 5 µM;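 active means inhibition above the mean of the plate negative controls plus 5 SD, cut at about 13% in these data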;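 further: phagocytic index as fraction of beads internalized from green versus red external bead signal; plate controls were DMSO negative control for no effect and cytochalasin-D positive control for full effect; some results beyond the cut were filed as inactive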
Yeast growth inh: growth inhibitors of yeast BB579 in restrictive medium, primary screen, yeast lifespan-shortening project, S. cerevisiae | hit rate 0.51% among 140,000 | OD615, 48 h | AID 804, 2007 | inhibition, % at 10 µM;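 active means inhibition above a set limit, 3 SD over the mean compound inhibition, cut at about 44% in these data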; further: inactives centre near -24
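Test system: Saccharomyces cerevisiae DeaD strain BB579, replicative lifespan model yeast | Buffer or medium: Restrictive CSMM-D medium | Doses: One dose, 10 µM compound with 0.25% DMSO | Incubation: 48 h exposure, 30 °C | Detection: Culture absorbance at 615 nm | Control set: Amphotericin B at 10 µg/mL as positive control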
GALR2 antag: GALR2 antagonists in receptor-expressing cells, primary screen. Galanin receptor type 2 (Homo sapiens), O43603. antagonist mode. inhibition, % at 4 µM. hit rate 0.39% among 140,000; in the data active means inhibition above about 27%;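 further: cells stimulated with galanin 1-16 at roughly its EC80; 0% = agonist challenge control and 100% = basal control without agonist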
Target sequence (O43603 whole entry, looked up): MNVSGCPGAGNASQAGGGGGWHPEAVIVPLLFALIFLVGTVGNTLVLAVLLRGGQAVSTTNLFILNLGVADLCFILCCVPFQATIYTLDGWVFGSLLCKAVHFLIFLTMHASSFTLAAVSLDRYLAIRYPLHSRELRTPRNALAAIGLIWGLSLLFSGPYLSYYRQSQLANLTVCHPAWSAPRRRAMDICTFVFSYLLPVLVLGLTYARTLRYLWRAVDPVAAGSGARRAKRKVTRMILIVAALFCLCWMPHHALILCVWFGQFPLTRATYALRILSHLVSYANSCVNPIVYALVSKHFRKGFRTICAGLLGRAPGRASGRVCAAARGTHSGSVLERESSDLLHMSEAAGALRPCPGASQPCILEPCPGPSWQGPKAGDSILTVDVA
E-sel TNF inh: E-selectin induction blockers in HUVEC – imaging, immunofluorescence, high content, primary screen; hit rate 0.71% among 120,000; AID 1246, 2008; inhibition, % at 2 µM; HUVEC TNFa-induced E-selectin immunofluorescence;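 active means inhibition above the batch mean plus 3 SD, and confirmed as a hit on visual image review, cut at about 43% in these data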;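 further: 0% = TNF-stimulated DMSO wells and 100% = unstimulated control wells; not every result past the cut was called active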
NPY Y2 blocker: NPY-Y2 receptor antagonists, primary screen, cell-based | Neuropeptide Y receptor type 2 (Homo sapiens), P49146 | NPY-Y2 expressing cells, antagonist mode | inhibition, % at 2.7 µM | hit rate 0.99% among 140,000 | AID 793, 2007; in the data active means inhibition above about 17%;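 further: 0% = vehicle with agonist challenge and 100% = reference antagonist with challenge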
Target sequence (P49146 whole entry, looked up): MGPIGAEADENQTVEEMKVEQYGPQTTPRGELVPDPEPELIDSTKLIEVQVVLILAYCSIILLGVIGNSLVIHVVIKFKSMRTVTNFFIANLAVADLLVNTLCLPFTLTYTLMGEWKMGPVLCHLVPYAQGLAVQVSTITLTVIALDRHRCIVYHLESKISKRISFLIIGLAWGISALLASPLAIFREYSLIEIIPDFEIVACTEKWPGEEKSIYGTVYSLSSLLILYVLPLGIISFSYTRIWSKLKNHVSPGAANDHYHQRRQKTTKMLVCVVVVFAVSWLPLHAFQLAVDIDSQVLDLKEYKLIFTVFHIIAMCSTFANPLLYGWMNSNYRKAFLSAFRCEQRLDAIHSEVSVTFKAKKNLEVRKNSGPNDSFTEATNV
An asterisk follows results filed as active; / = no result given.

mol,Measles CPE,MRP-1 activ,HCT116 PTEN-null,HCT116 bCat-KO,Yeast lifespan up,Phagocyt inh,Yeast growth inh,GALR2 antag,E-sel TNF inh,NPY Y2 blocker
CC1(C)OC(=O)N(c2ccccc2)C12C=Cc1c(ccc3ccccc13)O2 (stereo unspecified),7.8,-0.3,73.8,78.1,/,/,-26.7,5.8,12.0,8.0
CNC(=O)Nc1cccc(C(F)(F)F)c1,45.5,0.3,92.6,95.8,-3.6,/,-37.4,0.2,3.3,1.7
COc1cc(NC(=O)Cc2cccs2)cc(OC)c1,33.9*,-1.3,94.9,91.6,-9.3,-0.6,-22.0,3.9,-9.5,1.9
COC(=O)c1cc(Br)c(=O)n(CCN2CCCC2)c1,2.7,-1.1,104.0,99.1,-20.8,/,-42.6,5.8,/,-1.3
CC1CN(C(=O)CCc2ccccc2)C(C)CN1C(=O)CCc1ccccc1 (stereo unspecified),4.1,-2.6,87.0,90.7,-22.7,2.7,-2.4,-4.5,-5.6,1.0
Cc1cnnn1-c1ccc(C(=O)CCl)cc1,6.8,-2.5,89.5,78.2,40.5,/,-19.0,3.0,1.2,-1.8
COc1cccc(C(=O)Nc2ccc(C(=O)O)cc2)c1,8.1,-0.6,95.3,96.2,-20.8,-3.1,-32.2,4.2,22.6,0.1
O=C1C2CC=C(Cl)CC2C(=O)N1CC1OCCc2ccccc21 (stereo unspecified),14.7,1.4,93.7,108.6,37.2,/,-39.3,-11.2,25.7,11.2
COc1cccc(NC(=O)CNC(=O)c2cccs2)c1,2.7,-0.6,90.3,86.6,-13.4,/,-5.7,9.0,13.6,2.5
CCOc1ccc(NC(=O)CC2C(=O)N(c3ccccc3)C(=O)N2Cc2ccccn2)cc1 (stereo unspecified),3.8,-0.1,90.0,98.9,-8.7,-0.3,-32.8,-6.2,/,-1.1
Cc1ccc(CNC(=O)COC(=O)CSc2cc(C)c(Br)cc2C)cc1,12.7,2.8,102.1,90.9,-1.5,-14.1,-14.9,-2.2,-10.3,3.9
CCCc1cc(=O)[nH]c(SCC(=O)N(C)CC(=O)Nc2ccccc2CC)n1,6.3,-1.0,95.1,90.8,-5.6,-0.2,-66.8,2.6,19.0,0.3
COC(=O)/C=C(\C)NC(=O)c1ccc(F)cc1,7.0,-1.1,99.4,105.8,-11.3,-2.2,-29.8,-9.7,0.2,0.5
COCc1nnc(NC(=O)c2ccccc2[N+](=O)[O-])s1,21.9,2.9,99.8,99.9,6.7,-6.2,1.3,5.0,/,1.2
COc1cc(/C=N/NC(=O)C(=O)NCc2cccnc2)cc(OC)c1OC,24.0,-1.9,104.4,96.3,3.0,-6.1,-19.2,7.2,/,2.0
COC(=O)c1cccc(NS(=O)(=O)c2ccc(NC(C)=O)cc2)c1C,0.3,0.6,81.3,90.6,-3.6,-0.8,-30.3,0.9,-17.2,0.2
CCOC(=O)c1nn(-c2ccc(F)cc2)c2nc(CC(C)C)c(C#N)c(=O)n12,22.9,-1.9,94.4,86.1,/,/,-58.1,-2.7,5.8,8.8
O=C(Cn1cnc2ccccc2c1=O)OCC(=O)c1ccc2c(c1)OCCO2,16.4,-0.8,96.0,91.7,-6.2,-0.6,-19.9,11.7,-6.3,2.8
O=C(Nc1ccc(Br)c(C(F)(F)F)c1)c1ccccc1,7.8,-3.0,35.8,40.5,-9.1,/,8.1,8.9,-23.1,0.8
O=C1C=CC2C(c3ccc4c(c3)OCO4)CC1N2Cc1ccccc1 (stereo unspecified),10.2,-5.3,23.7,27.4,50.2*,-4.5,-32.7,-5.9,/,4.1
CCOc1ccc2[nH]c(O)c(NC(C)=O)c2c1,6.5,-2.4,95.1,103.3,-27.1,-1.4,-11.5,6.8,-19.3,-0.5
Cc1cccc(C)c1NC(=O)C(NC(=O)CN1C(=O)c2ccccc2C1=O)c1ccccc1 (stereo unspecified),/,-0.6,89.2,84.7,-2.5,-12.3,-18.2,2.9,/,-0.1
Cc1ccccc1OCC(=O)Nc1nc(C)c(C(=O)N(C)C)s1,2.9,0.4,102.8,96.0,0.2,-2.1,-51.7,-2.3,-12.6,5.6
CCCCn1c(SCC(=O)Nc2cc(NC(=O)c3ccco3)ccc2C)nc2ccccc2c1=O,13.8,-1.4,22.4,60.6,-4.1,-0.4,-0.4,-6.7,6.1,13.3
O=C(/C=C/c1ccccc1)Nc1ncn[nH]1,0.7,-2.4,86.5,74.1,35.5*,-0.9,-22.0,29.9*,60.0*,-0.5
CCS(CC)=NS(=O)(=O)c1ccc(NC(C)=O)cc1,20.5,-2.1,98.8,101.0,-16.2,/,-17.1,0.0,-13.8,1.5
O=C(CN1C(=O)C2C3C=CC(C3)C2C1=O)Nc1ccc(S(=O)(=O)N2CCCCC2)cc1 (stereo unspecified),4.3,-0.6,90.9,94.8,-0.7,-8.3,-51.8,1.5,-14.3,1.2
O=C(c1ccccc1)N1CCOC12CCN(c1ncc(C(F)(F)F)cc1Cl)CC2,26.5,-2.0,78.9,68.7,-2.3,-1.1,-54.1,1.4,-3.0,1.1
CC(=O)C1=C(C)N(CC2CC2)C(=O)N[C@H]1c1ccc(Br)cc1,4.3,-0.2,92.9,93.1,0.5,/,-20.9,-6.3,-0.6,0.6
CCCCNC(=O)c1ccc2c(c1)ncn2C1CCCCC1,5.9,-0.1,109.5,114.2,-7.1,-0.8,-1.6,18.9,-11.2,-0.9

Part of the list above, reformatted.
Each structure is followed by: Measles CPE	MRP-1 activ	HCT116 PTEN-null	HCT116 bCat-KO	Yeast lifespan up	Phagocyt inh	Yeast growth inh	GALR2 antag	E-sel TNF inh	NPY Y2 blocker
O=C(Nc1ccc(Br)c(C(F)(F)F)c1)c1ccccc1
→ 7.8	-3.0	35.8	40.5	-9.1	/	8.1	8.9	-23.1	0.8
O=C1C=CC2C(c3ccc4c(c3)OCO4)CC1N2Cc1ccccc1 (stereo unspecified)
→ 10.2	-5.3	23.7	27.4	50.2*	-4.5	-32.7	-5.9	/	4.1

The list goes on.
mol,Measles CPE,MRP-1 activ,HCT116 PTEN-null,HCT116 bCat-KO,Yeast lifespan up,Phagocyt inh,Yeast growth inh,GALR2 antag,E-sel TNF inh,NPY Y2 blocker
CCn1c(SCC(=O)n2c(C)c(C)c3ccccc32)nnc1-c1ccco1,6.2,-3.3,100.9,95.9,-3.5,0.1,-21.3,6.2,13.4,2.7
COC(=O)c1cc(C(=O)OC)n(Cc2ccc(Cl)cc2Cl)n1,0.7,-0.8,90.2,85.1,0.3,-1.8,-36.7,-5.7,-20.3,4.2
CCCc1nc(N)c(C#N)c(N)c1C#N,2.5,-1.2,88.9,98.6,-6.3,-0.5,-0.9,-4.2,/,0.6
N#CC1=C(SCC(=O)NCc2ccccc2)NC(=O)CC1c1ccco1 (stereo unspecified),23.2,-3.2,85.5,83.6,-12.9,-1.0,-40.4,-6.8,-6.0,1.1
O=C(Cn1nc(CNc2ccc(Cl)cc2)[n+]2c1CCCCC2)c1ccc(Br)cc1,6.7,-0.9,63.2,72.1,-8.3,-4.3,40.8,-4.2,/,2.4
CCNc1nc(NCC)nc(SCCOC(=O)Nc2ccccc2)n1,5.1,-2.4,92.0,94.3,/,/,-15.9,-14.8,3.1,1.1
O=C(O)CN1CCNCC1,2.2,-0.7,92.5,99.1,-7.9,-0.5,-20.9,-2.8,/,0.9
CCOC(=O)c1ccccc1NC(=O)c1cc2sccc2n1C,7.6,2.1,93.9,93.2,0.5,-0.6,-38.4,6.3,-29.6,0.2
CC(C)CC1C(C#N)=C(N)Oc2n[nH]c(-c3ccccc3)c21 (stereo unspecified),3.4,-1.1,94.6,94.2,/,/,-31.3,6.0,-14.5,-1.0
Cc1cccc(C(=O)NC2CCN(C(=O)N3CCOCC3)CC2)c1,42.0,-2.7,101.0,101.1,-16.4,/,-11.3,-3.5,-14.4,-0.9
O=C1C2CCCN2C(c2ccccc2F)N1c1ccc(F)cc1 (stereo unspecified),12.2,-0.5,95.2,108.5,10.9,0.8,-15.6,13.3,28.6,2.1
CC(Cc1ccccc1)C(=O)Nc1ccccc1 (stereo unspecified),3.7,-2.1,82.0,94.4,-6.9,/,-22.0,-0.2,/,2.5
CCn1c(SCC(=O)N(C(C)C)C(C)C)nnc1-c1cc2ccccc2cc1O,3.9,-3.1,71.4,59.4,-20.1,-1.9,-49.4,-12.0,3.3,5.3
COc1ccc(OCCNC(=O)CSc2ccc(C(F)(F)F)cc2[N+](=O)[O-])cc1,5.2,-0.6,104.5,95.9,7.4,-6.5,-6.5,1.1,/,3.1
O=C(CCN1C(=O)c2ccccc2C1=O)N1CCN(C(=O)c2ccccc2)CC1,10.1,-0.8,103.7,97.7,-7.0,-0.2,-10.0,-9.9,4.2,1.9
COC(=O)c1ccc(Oc2nc(N3CCCCC3)nc(N3CCOCC3)n2)cc1,9.6,0.6,78.1,84.3,-13.4,-1.2,-1.5,-8.0,9.5,3.4
CC(=O)c1cccc(NC(=O)CSc2nnc(-c3cccnc3)o2)c1,9.2,1.7,102.8,100.2,/,/,-18.5,5.8,0.2,0.8
CC(C)Oc1ccc(N2CC(C(=O)Nc3ccccc3F)CC2=O)cc1 (stereo unspecified),15.3,-0.5,97.0,87.6,-8.2,-1.8,-5.6,-1.0,8.3,5.1
O=C(c1cccnc1)N1CCN(C(=O)c2cccs2)CC1,27.0,0.0,101.6,94.6,-12.0,-1.8,-40.3,12.6,2.0,-0.3

Screening results as filed in PubChem BioAssay.
